From PubChem BioAssay
D1 potentiator – Potentiators of Human D1 Dopamine Receptor: qHTS; D(1A) dopamine receptor (Homo sapiens), P21728; HEK293 TREx D1 cells, calcium flux, dopamine EC20 potentiation; potentiation, % at 10 µM; actives 0.036% (n = 360,000); in the data active = potentiation above about 30%; note: 0% is about no effect
Target sequence (P21728 whole entry, looked up): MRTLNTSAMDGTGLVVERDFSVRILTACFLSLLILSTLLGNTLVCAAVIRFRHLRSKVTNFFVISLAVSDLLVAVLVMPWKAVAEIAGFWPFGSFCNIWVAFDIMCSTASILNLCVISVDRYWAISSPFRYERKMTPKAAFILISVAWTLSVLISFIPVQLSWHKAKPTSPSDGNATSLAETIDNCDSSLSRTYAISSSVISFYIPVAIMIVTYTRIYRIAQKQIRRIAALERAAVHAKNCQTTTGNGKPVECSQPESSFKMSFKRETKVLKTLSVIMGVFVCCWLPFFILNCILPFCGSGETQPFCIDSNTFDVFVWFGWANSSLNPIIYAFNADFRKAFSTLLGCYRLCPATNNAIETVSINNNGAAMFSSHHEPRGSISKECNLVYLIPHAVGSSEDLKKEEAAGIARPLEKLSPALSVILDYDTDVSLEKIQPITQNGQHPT
RXFP1 agonist – qHTS Assay for Agonists of the Relaxin Receptor RXFP1; Relaxin receptor 1 (Homo sapiens), Q9HBX9; HEK293T-RXFP1 cAMP TR-FRET, 30 min; response scale: percent of porcine relaxin response, buffer zero; Potency, µM (highest dose often 57.5 µM), for the others: top-dose activation, usual class: activators; actives 0.3% (n = 370,000); note: potency is the fitted concentration of half-maximal effect; % is set by controls: 0 for no effect and ±100 for the full control effect; nearly all actives have a fitted effect of over 60% in size; many of its hits are not listed in these tables
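HEK293 cells stably expressing RXFP1, treated 30 min at 37C with compounds plus PDE4 inhibitor Ro 20174; cAMP measured by HTRF TR-FRET. Normalized to buffer and 29 nM porcine relaxin; EC50 by Hill fit.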
D1 antag – Antagonist of Human D 1 Dopamine Receptor: qHTS; HEK293 TREx D1 cells, calcium flux, dopamine EC80; hits give low values; AID 504652, 2011; activity change, negative = inhibition, % at 10 µM; D(1A) dopamine receptor (Homo sapiens), P21728; actives 3.2% (n = 360,000); in the data active = activity change below about -30%; note: % is set by controls: 0 for no effect and ±100 for the full control effect
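Inducible Hek293 Trex D1 cells (tetracycline, overnight, 30 C). Calcium dye 30–90 min RT. Antagonist mode: EC80 dopamine added after 180 s compound read.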
GRP78 ERSR act – qHTS for Inducers of the Endoplasmic Reticulum Stress Response (ERSR) in Human Glioma: qHTS | U87-MG GRP78 promoter luciferase reporter, 16 h | actives 0.02% (n = 420,000) | Potency, µM, for the others: top-dose activation, most hits filed as activators; note: potency is the fitted concentration of half-maximal effect; series mostly up to about 76 µM; % of control where 0% means no effect; nearly all actives have a fitted effect of over 35% in size
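Stably transfected U87-MG human glioma cells carrying a GRP78-based luminescent sensor were seeded at 1000 cells/well, pin-dosed with compounds and incubated 16 h. Luciferase reagent was then added, and end-point luminescence was read after 10 min at room temperature.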
D2 PAM – HTS Assay for Positive Allosteric Modulators of the Human D2 Dopamine Receptor: Primary Screen for Potentiators; D(2) dopamine receptor (Homo sapiens), P14416; HEK293 T-REx D2, calcium flux, EC20 dopamine potentiation; potentiation, % at 10 µM; actives 0.34% (n = 340,000); AID 485347, 2010;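 active = potentiation over 3 SD above the plate norm, cut at about 30% in these data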; note: 0% is about no effect
Target sequence (P14416 whole entry, looked up): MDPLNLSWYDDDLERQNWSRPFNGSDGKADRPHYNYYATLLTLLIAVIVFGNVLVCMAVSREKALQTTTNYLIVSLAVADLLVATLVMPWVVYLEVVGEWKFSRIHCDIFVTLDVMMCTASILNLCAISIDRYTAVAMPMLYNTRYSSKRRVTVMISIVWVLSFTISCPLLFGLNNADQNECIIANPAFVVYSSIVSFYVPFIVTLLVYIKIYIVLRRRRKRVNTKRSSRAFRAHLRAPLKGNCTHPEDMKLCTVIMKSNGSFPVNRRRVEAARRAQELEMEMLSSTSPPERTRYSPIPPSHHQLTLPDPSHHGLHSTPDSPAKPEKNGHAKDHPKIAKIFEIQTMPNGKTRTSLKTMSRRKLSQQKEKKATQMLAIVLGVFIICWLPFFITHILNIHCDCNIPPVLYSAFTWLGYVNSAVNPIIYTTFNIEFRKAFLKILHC
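Potentiation of an EC20 dopamine calcium response measured kinetically over 180 s, after a preceding 180 s compound-only read flagging agonists. Cells: inducible Hek293 Trex D2 line, 4000/well, cultured overnight at 30 C before dye loading.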
Vif-APOBEC3G blk – qHTS for Inhibitors of Vif-A3G Interactions: qHTS. DNA dC->dU-editing enzyme APOBEC-3G (Homo sapiens), Q9HC16. HeLa A3G-eYFP + Vif (tagged APOBEC3G with the HIV-1 protein that degrades it), YFP fluorescence, overnight. Potency, µM (top dose mostly 46.1 µM), for inactives: top-dose activity, negative = active, hits mostly inhibitors. actives 0.076% (n = 410,000);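 note: potency is the fitted concentration of half-maximal effect; % is set by controls: 0 for no effect and ±100 for the full control effect; nearly all actives have a fitted effect of over 60% in size; hits raise eYFP signal because A3G escapes Vif-driven loss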
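Read-out is eYFP fluorescence (Ex 488/Em 500-530) from Vif-expressing HeLa A3G-eYFP cells; more signal means A3G escaped Vif-mediated degradation. Cells plated overnight, compound pinned in, incubated overnight at 37 deg C.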
Vif-A3F inh – qHTS for Inhibitors of Vif-A3F Interactions: qHTS | HeLa A3F-eYFP + Vif (tagged APOBEC3F with the HIV-1 protein that degrades it), YFP fluorescence increase | actives 0.2% (n = 390,000) | Potency, µM (titrated, usually from 46.1 µM), for the others: top-dose activity, negative = active; note: potency is the fitted concentration of half-maximal effect; % of control where 0% means no effect; nearly all actives have a fitted effect of over 65% in size
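Fluorescence increase (Ex 488/Em 500-530) after overnight compound treatment at 37 deg C flags inhibition of Vif-driven A3F-eYFP loss in stable HeLa A3F-eYFP/Vif cells seeded overnight beforehand.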
D1 ag – Allosteric Agonists of the Human D1 Dopamine Receptor: qHTS; D(1A) dopamine receptor (Homo sapiens), P21728; HEK293 T-REx D1 cells, calcium flux, agonist mode; activation, % at 2 µM; actives 1% (n = 360,000); AID 504660, 2011; in the data active = activation above about 30%; note: 0% is about no effect
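Tetracycline-induced HEK293 TREx D1 cells, force-coupled to calcium signalling, were dye-loaded with a no-wash calcium kit. Compound was pin-added after a 10 s baseline. Fluorescence was read kinetically at 1 cycle/s for 180 s, with calcium rises flagged as agonism.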
RXFP1 antagonist – qHTS Assay for Antagonists of the Relaxin Receptor RXFP1 | Relaxin receptor 1 (Homo sapiens), Q9HBX9 | HEK293-RXFP1, relaxin-stimulated cAMP HTRF, 30 min; hits give low values | activity change, negative = inhibition, % at 57.5 µM | actives 0.59% (n = 350,000) | AID 1259400, 2018;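 active = activity change of -60% or lower, but not beyond a set lower limit; inconclusive = change between -60% and -40%, or beyond the set limit; inactive = change above -40%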; note: % is set by controls: 0 for no effect and ±100 for the full control effect
* hit, by the source's call; ? = inconclusive; . = not tested or not shown. Unless noted, calls come from the whole dose curve; as a rule, active = well fitted curve in the direction sought with a large enough effect; inconclusive = small, poorly fitted or top-dose-only effect, or another doubt; inactive = no such curve, though single readings can be large; an effect the other way counts as inactive or inconclusive. An excerpt; rates above refer to the full screens.

cpd | compound | D2 PAM | Vif-A3F inh | GRP78 ERSR act | D1 antag | RXFP1 agonist | D1 ag | Vif-APOBEC3G blk | RXFP1 antagonist | D1 potentiator
1 | CCOC(=O)c1c(C)[nH]c(C)c1C(=O)CSc1nc2ccccc2c(=O)n1-c1ccccc1C | 3 | -15% | -6% | 11 | 3.8% | 0 | -1% | 29 | -2
2 | COc1cccc(NC(=O)CN(C)C(=O)/C=C/c2cn(Cc3ccccc3)nc2-c2cccnc2)c1 | 11 | 17% | -2% | 10 | -0.8% | 6 | -3% | 5 | 3
3 | Cc1ccc(N2CC(C(=O)Nc3ccc4c(c3)OCO4)CC2=O)cc1 (stereo not given) | -8 | -13% | -4% | 12 | 0.5% | -3 | -18% | -7 | 2
4 | O=[N+]([O-])c1cccc(-c2ccn[nH]2)c1 | -3 | 3% | 0% | -2 | 2.2% | 3 | 0% | 8 | 5
5 | CCCCCc1nnc(NC(=O)CN2C(=O)C3CCCCC3C2=O)s1 (stereo not given) | 16 | 0% | 0% | 6 | 0.0% | 4 | -1% | 3 | -2
6 | Cc1occc1C(=O)NNC(=S)NCc1ccccc1 | 7 | -19% | -1% | 3 | 1.0% | -1 | 0% | 14 | -6
7 | CCOC(=O)CSc1nnc(Cn2c(=O)sc3ccccc32)n1C | -8 | -4% | 2% | 2 | 2.1% | 0 | -1% | . | -3
8 | CCc1n[nH]c(=S)n1/N=C/c1cc(OC)cc([N+](=O)[O-])c1O | -8 | 2% | -9% | -1 | -1.6% | 0 | 4% | -29 | 3
9 | Cc1nn(-c2ccccc2)c(C)c1/C=N/NC(=O)c1cc(-c2cccc3ccccc23)n[nH]1 | 10 | 11% | -4% | -7 | -0.4% | 4 | -19% | -7 | -5
10 | CNC(=O)COc1coc(CN2CCN(c3ccccc3OC)CC2)cc1=O | 4 | -12% | -2% | -9 | -3.0% | 2 | -7% | -1 | -2
11 | CCOC(=O)c1cn(-c2nc(-c3ccc(Cl)cc3)cs2)c2c(F)c(N3CC(C)OC(C)C3)c(F)cc2c1=O (stereo not given) | -6 | . | . | -1 | 3.0% | 2 | . | . | -3
12 | COc1ccc(CCNC(=O)c2cc(CC(C)C)on2)cc1OC | -13 | 0% | -4% | 2 | -0.8% | 5 | 2% | -7 | 12
13 | C/C(=C\C(=S)Nc1ccccc1)Nc1ccccc1 | 11 | -12% | -5% | 4 | 0.6% | 1 | -6% | 13 | -4
14 | Cc1ccc(-c2nc(S(=O)(=O)c3ccc(F)cc3)c(SCC(=O)NCC3CCCO3)o2)cc1 (stereo not given) | 36* | -2% | -2% | -10 | -2.5% | -2 | -1% | -10 | -1
15 | O=C1CS(=O)(=O)C2(C(=O)N(Cc3cccc(F)c3)c3ccccc32)N1c1ccccc1 (stereo not given) | -2 | 8% | -2% | -1 | -0.9% | 5 | 2% | . | 2
16 | N#Cc1ccc(Oc2ccc(NC(=O)C3CC=CCC3C(=O)O)cc2)cc1 (stereo not given) | 4 | 0% | -5% | 2 | 1.1% | 1 | 2% | -9 | -2
17 | COC(=O)c1cc(CC(=O)c2ccc(O)cc2O)c(C)o1 | 15 | -2% | 0% | -12 | 2.7% | 8 | -1% | 20 | -1
18 | CCC(=O)N1CC2(CC(c3cccc(NC(=O)CC(c4ccccc4)c4ccccc4)c3)=NO2)C[C@H]1C(N)=O (stereo not given in full) | 9 | 2% | -1% | 3 | 0.0% | 2 | -15% | . | 0
19 | CN(CCc1ccccc1)c1ccc([N+](=O)[O-])cn1 | 6 | -1% | 0% | 17 | 0.1% | 0 | 2% | 1 | 2
20 | Cc1cc(=O)n(Cc2cccc(F)c2)c2c1c(C)nn2-c1cccc(F)c1 | 3 | 1% | -3% | 1 | ? | 15 | 2% | 13 | -2
21 | Cc1cc(F)c(F)c(C(=O)NC2CC2)c1Cl | -5 | -6% | -3% | -5 | 0.8% | 1 | -2% | 8 | 2
22 | COc1ccc(Cl)cc1C(=O)N/N=C/c1ccc(N2CCOCC2)cc1 | -7 | -7% | 1% | . | 10.0% | 0 | -1% | -8 | -3
23 | Cc1ccc(CN2CCC(c3cc(-c4ccc(Cl)cc4)n[nH]3)CC2)cc1 | -30 | 24% | -6% | -13 | -1.5% | 14 | -16% | -36 | -8
24 | COc1ccc(NS(=O)(=O)c2cc(NC(=O)c3ccccn3)ccc2OC)cc1Br | . | -5% | -3% | . | . | . | -19% | 4 | .
25 | CC(=O)N1CCN(S(=O)(=O)c2cccc(C(=O)OCC(=O)NC(=O)c3cccn3C)c2)CC1 | 2 | -7% | -4% | 6 | 0.3% | 0 | -3% | 7 | -4
26 | COc1ccc(OC)c(-n2c(-c3cc(-c4ccco4)[nH]n3)n[nH]c2=S)c1 | 4 | -4% | -2% | -14 | -0.9% | 3 | -26% | -15 | -6
27 | N#Cc1nnn(Cc2ccccc2)c1N | . | 0% | 0% | 10 | 0.3% | 4 | 0% | 2 | -4
28 | CCOC(=O)CCCCC(=O)c1[nH]c(=O)[nH]c1C[n+]1ccccc1 | -6 | . | . | -9 | 0.3% | 1 | . | . | -5
29 | O=C(CSc1nnc(-c2cccs2)o1)NCC1CN(Cc2ccccc2)CCO1 (stereo not given) | -14 | 3% | -1% | -2 | 1.7% | 2 | 0% | 7 | -13
30 | Cc1nn(CCc2nn[nH]n2)c2nc(C(F)(F)F)cc(C(F)(F)F)c12 | -4 | 0% | -3% | -4 | 1.1% | 6 | -3% | -14 | -4

Four entries already listed, sorted by the number in D1 ag, ascending:
entry	mol	D2 PAM	D1 antag	D1 ag	Vif-APOBEC3G blk	RXFP1 antagonist	D1 potentiator
22	COc1ccc(Cl)cc1C(=O)N/N=C/c1ccc(N2CCOCC2)cc1	-7	.	0	-1%	-8	-3
27	N#Cc1nnn(Cc2ccccc2)c1N	.	10	4	0%	2	-4
17	COC(=O)c1cc(CC(=O)c2ccc(O)cc2O)c(C)o1	15	-12	8	-1%	20	-1
23	Cc1ccc(CN2CCC(c3cc(-c4ccc(Cl)cc4)n[nH]3)CC2)cc1	-30	-13	14	-16%	-36	-8

Entries of single compounds from above. Order of values: D2 PAM	Vif-A3F inh	GRP78 ERSR act	D1 antag	RXFP1 agonist	D1 ag	Vif-APOBEC3G blk	RXFP1 antagonist	D1 potentiator
Profile of `Cc1ccc(N2CC(C(=O)Nc3ccc4c(c3)OCO4)CC2=O)cc1` (stereo not given) : -8	-13%	-4%	12	0.5%	-3	-18%	-7	2
Profile of `C/C(=C\C(=S)Nc1ccccc1)Nc1ccccc1` : 11	-12%	-5%	4	0.6%	1	-6%	13	-4
Profile of `CCOC(=O)CSc1nnc(Cn2c(=O)sc3ccccc32)n1C` : -8	-4%	2%	2	2.1%	0	-1%	.	-3

Going on with the list:
cpd | compound | D2 PAM | Vif-A3F inh | GRP78 ERSR act | D1 antag | RXFP1 agonist | D1 ag | Vif-APOBEC3G blk | RXFP1 antagonist | D1 potentiator
31 | Cc1ccccc1NC(=O)NCc1ccc2c(c1)OCO2 | -10 | 2% | 9% | -2 | 1.3% | 3 | 2% | -1 | -1
32 | c1ccn2cc(CSC3=NCCS3)nc2c1 | -7 | -2% | -3% | 8 | 1.0% | 2 | 0% | 4 | -3
33 | O=C1/C(=C/c2ccccc2)SC(=S)N1CCCC(=O)N1CCCCC1CCO (stereo not given) | 12 | -1% | -6% | -27 | -1.0% | 17 | 5% | -14 | 0
34 | CCC[C@H]1CN(c2ccc(Br)cc2)C(=O)[C@@H]1CC(=O)Nc1ccc(OC)cc1 | . | 0% | 1% | . | . | . | 0% | -4 | .
35 | CC(=O)Nc1ccc(S(=O)(=O)N2CCN(S(=O)(=O)N3CCCCCC3)CC2)cc1 | 10 | -2% | -3% | -7 | 0.9% | 1 | 1% | -2 | -6
36 | Cc1ccc(-c2n[nH]c(=S)n2/N=C/C=C/c2ccccc2[N+](=O)[O-])cc1 | 3 | 0% | -2% | . | 1.8% | 4 | -11% | -29 | 0
37 | O=C(CSc1nc2c([nH]c3ccccc32)c(=O)n1-c1ccc(F)cc1)NCc1ccc(F)cc1 | 2 | -8% | -6% | 1 | -1.0% | 4 | 0% | . | -4
38 | C/C(=N\NC(=O)C(=O)Nc1cc(C)ccc1C)c1ccncc1 | 16 | 3% | -4% | 0 | 0.3% | 3 | -1% | -8 | 0
39 | O=C(OCCN1C(=O)c2ccccc2C1=O)c1cc(=O)[nH]c2ccccc12 | 17 | -15% | -1% | -9 | 3.1% | 8 | -2% | 10 | 2
40 | CC(OC(=O)c1ccc(-c2ccc([N+](=O)[O-])cc2)o1)C(=O)NC(N)=O (stereo not given) | -5 | 0% | -1% | -18 | 3.8% | 2 | 0% | -30 | -7
41 | Cn1sc(NC(=O)c2ccc(Cl)cc2)nc1=O | 12 | 3% | 5% | 6 | 3.5% | 1 | 2% | -8 | 5
42 | CC(C(=O)Nc1ccccc1Br)N1c2cccc3cccc(c23)S1(=O)=O (stereo not given) | 17 | -7% | 2% | 16 | -0.2% | 4 | 1% | 5 | 2
43 | Cc1cc(C)n(-c2nc(NCC(C)O)c3c4c(sc3n2)COC(C)(C)C4)n1 (stereo not given) | -4 | -5% | 1% | -2 | -1.8% | -1 | 5% | 22 | 1
44 | COc1ccc(NS(=O)(=O)c2ccc(O)c(NC(=O)c3ccc(S(=O)(=O)N4CCCCCC4)cc3)c2)cc1 | 8 | -18% | -4% | 6 | 9.6% | 6 | -12% | -22 | -5
